CCHFV vOTU inh: blocks the CCHF virus ovarian tumor domain protease; CCHFV vOTU protease, Pep-AMC fluorescence; inhibition, % at 11.5 µM; actives 0.55% (n = 370,000); AID 651958; note: 0% = vehicle wells with enzyme and 100% = no enzyme wells
MazEF act: activators of E. coli MazEF toxin-antitoxin RNase. FAM/BHQ RNA-DNA oligo cleavage fluorescence, 5 h. P0AE70. activation, % at 20 µM. actives 0.32% (n = 350,000). AID 504720; in the data active = activation above about 50%
Target sequence (P0AE70 whole entry, looked up): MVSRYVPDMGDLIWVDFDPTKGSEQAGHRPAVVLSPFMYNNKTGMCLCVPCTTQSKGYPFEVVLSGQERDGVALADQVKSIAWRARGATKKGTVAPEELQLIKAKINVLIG
FBA Mtb inh: Mtb fructose-bisphosphate aldolase inhibition; P9WQA3; purified M. tuberculosis FBA, fluorescence read-out; inhibition, % at 1 µM; actives 2.3% (n = 360,000); AID 588726; in the data active = inhibition above about 27%;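 note: 0% = vehicle and 100% = reference inhibitor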
Target sequence (P9WQA3 whole entry, looked up): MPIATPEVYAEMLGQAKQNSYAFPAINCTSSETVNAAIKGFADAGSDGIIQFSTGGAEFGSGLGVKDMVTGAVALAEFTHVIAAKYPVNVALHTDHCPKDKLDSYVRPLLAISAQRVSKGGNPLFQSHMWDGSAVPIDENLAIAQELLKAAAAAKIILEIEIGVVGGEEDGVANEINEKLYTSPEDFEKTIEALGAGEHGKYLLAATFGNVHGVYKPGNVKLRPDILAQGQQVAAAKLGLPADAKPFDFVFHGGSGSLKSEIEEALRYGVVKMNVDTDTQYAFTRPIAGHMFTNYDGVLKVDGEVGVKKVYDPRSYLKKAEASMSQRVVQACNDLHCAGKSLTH
GDH-TPI counter: counter-screen for M. tuberculosis FBA inhibitors: GDH-TPI coupled enzymes; actives 1.2% (n = 360,000); GDH-TPI coupled enzyme counterscreen, NADH absorbance; inhibition, % at 4.8 µM;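 note: 0% = DMSO wells and 100% = wells lacking the enzyme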
VHR inh abs: DUSP3 (human) phosphatase inhibition; recombinant VHR phosphatase, pNPP absorbance; P51452; actives 0.52% (n = 290,000); inhibition, % at 13.3 µM; in the data active = inhibition above about 50%; note: some compounds called inactive have numbers as strong as hits
Target sequence (P51452 whole entry, looked up): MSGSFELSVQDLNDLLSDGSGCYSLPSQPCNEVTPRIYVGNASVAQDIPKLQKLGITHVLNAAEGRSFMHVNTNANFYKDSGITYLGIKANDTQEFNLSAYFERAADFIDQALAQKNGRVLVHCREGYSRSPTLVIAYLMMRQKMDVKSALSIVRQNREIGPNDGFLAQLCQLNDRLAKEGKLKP
BioA inh: inhibitors of Mycobacterium tuberculosis BioA enzyme | purified M. tuberculosis BioA enzyme, plate reader | inhibition, % at 9.99 µM | actives 0.096% (n = 360,000) | AID 602481; in the data active = inhibition above about 40%; inconclusive = no clear call, values can overlap the other calls
BoNT-F LC inh: BoNT F light chain protease inhibition; actives 0.22% (n = 360,000); inhibition, % at 10 µM; Multiplex microsphere protease cleavage assay, flow cytometry; in the data active = inhibition above about 35%, passing the limit was not always enough; inconclusive = no clear call, values can overlap the other calls; note: plate controls were buffer without enzyme for full effect and enzyme alone for no effect
FadD28 binding: inhibitors of Mycobacterium tuberculosis FadD28 bisubstrate binding | FadD28 bisubstrate probe binding, fluorescence polarization | inhibition, % at 12.5 µM | actives 0.22% (n = 360,000) | AID 588549; in the data active = inhibition above about 8.5%, passing the limit was not always enough; inconclusive = no clear call, values can overlap the other calls
Rv3671c protease: inhibitors of M. tuberculosis serine protease Rv3671c. AID 2606. actives 0.048% (n = 320,000). inhibition, % at 5.96 µM; in the data active = inhibition above about 38%;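 note: extracellular domain of Rv3671c used as enzyme; 0% = enzyme with DMSO and 100% = no enzyme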
Target sequence (P9WHR9 whole entry, looked up, the tested form may be a part): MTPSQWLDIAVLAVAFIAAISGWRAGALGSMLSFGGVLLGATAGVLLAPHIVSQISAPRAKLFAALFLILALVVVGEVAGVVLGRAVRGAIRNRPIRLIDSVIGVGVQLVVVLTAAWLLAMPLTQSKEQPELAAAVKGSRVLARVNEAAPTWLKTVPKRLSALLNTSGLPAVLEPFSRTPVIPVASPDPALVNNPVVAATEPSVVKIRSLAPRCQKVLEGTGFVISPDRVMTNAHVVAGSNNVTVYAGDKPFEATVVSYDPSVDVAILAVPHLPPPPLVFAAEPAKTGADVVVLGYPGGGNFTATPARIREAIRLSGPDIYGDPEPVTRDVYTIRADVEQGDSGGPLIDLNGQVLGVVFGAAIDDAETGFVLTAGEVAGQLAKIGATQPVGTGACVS
Mtb UGM inh: blocks M. tuberculosis UGM enzyme | purified UGM, fluorescence polarization probe displacement | inhibition, % at 10 µM | actives 0.06% (n = 320,000); in the data active = inhibition above about 10%, passing the limit was not always enough; inconclusive = no clear call, values can overlap the other calls
Starred values were filed as active, the others as inactive; ? = inconclusive; . = no result given; & = joins results of further samples. Cut-off read from the data, not from the text of the source, unless noted: active = inhibition above about 30%; inactive = the rest.

Screens in order: CCHFV vOTU inh	MazEF act	FBA Mtb inh	GDH-TPI counter	VHR inh abs	BioA inh	BoNT-F LC inh	FadD28 binding	Rv3671c protease	Mtb UGM inh
- O=C(O)CC1(CC(=O)Nc2ccc3sccc3c2)CCCCC1
 : 3.7	-7.4	-0.6	-3.8	5.1	2.7	-48.0	-2.7	-12.6	0.4
- COc1ccc(C(O)CNc2ccc(C)cc2)cc1 (configuration not stated)
 : 2.6	0.2	2.9	-2.5	25.9	0.9	-7.7	-0.5	-6.7	-1.6
- O=C(NCC1CCCO1)c1ccc2c(c1)ncn2-c1cccc(F)c1 (configuration not stated)
 : 3.3	-5.9	-5.7	-10.6	15.0	12.1	2.6	-4.0	-2.6	0.8
- COC(=O)/C(=C/c1ccco1)NC(=O)c1ccco1
 : 5.8	-4.2	0.5	15.3	-6.7	.	-7.1	-1.5	-1.8	0.0
- COc1ccc(C(=O)C(OC(=O)c2ccc(C)c(NC(C)=O)c2)c2ccccc2)cc1 (configuration not stated)
 : 4.3	0.3	0.5	2.2	9.7	-3.9	-0.7	-2.5	-12.3	2.1
- CS(=O)(=O)N(Cc1ccccc1Cl)c1ccc(C(=O)NCc2cccnc2)cc1
 : 9.1	4.5	-3.7	7.1	11.6	13.6	3.8	-3.3	-9.6	0.6
- Cc1ccc(NC(=O)CN2C(=O)/C(=C\c3cccs3)SC2=S)cc1
 : 8.1	10.1	1.1	2.5	-5.7	.	-1.3	-1.4	-5.8	0.4
- CCn1cc(C(=O)N[C@H](C(=O)NCCCO)C(C)C)c(=O)c2cc3c(cc21)OCO3
 : -6.2	2.1	5.3	6.4	-1.6	-0.4	-6.5	.	-9.9	2.3
- O=C(CNC(=O)c1ccc(S(=O)(=O)N2CCCC2)cc1)N/N=C/c1ccccc1Cl
 : 17.0	17.8	1.7	12.0	0.1	-3.4	10.6	-2.3	-2.1	4.0
- C/C(=N\NC(=O)CNc1cccc(C)c1)c1ccc(Br)s1
 : 16.8	-0.1	-1.9	10.2	-3.8	0.0	17.6	-2.8	5.8	0.2
- CCc1cccc(CC)c1-n1c(-c2cccnc2)n[nH]c1=S
 : -4.1	-4.2	-1.4	6.8	17.5	.	-1.2	-0.3	-5.5	-1.4
- COc1ccc(C2c3c(ccc4ccccc34)Oc3ncn4nc(CO/N=C/c5ccccc5)nc4c32)cc1 (configuration not stated)
 : -7.4	-11.3	1.9	-2.4	18.7	-1.9	?	1.3	0.0	-3.3
- CCOc1ccc(C2C(C(=O)c3ccco3)=C(O)C(=O)N2CCCn2ccnc2)cc1OC (configuration not stated)
 : 12.0	2.0	-0.9	15.5	-14.4	3.0	-4.1	1.0	-1.6	0.1
- Cc1cc(NC(=O)Cc2cn3ccsc3n2)n(-c2ccccc2)n1
 : -0.4	5.0	-3.5	0.0	2.9	.	-1.5	0.6	-0.3	-0.3
- CCc1ccccc1N(CC)C(=O)C1CCN(c2ncnc3c2nc2n3CCCCC2)CC1
 : 19.5	-26.2	0.7	7.0	16.6	1.0	-3.2	-12.0	-8.7	-1.5
- CC1(C)C[C@H](O)[C@]2(CO)[C@H](O)C[C@]3(C)C(=CCC4[C@@]5(C)CC[C@H](O)C(C)(C)C5CC[C@]43C)[C@@H]2C1 (some centres not stated)
 : 9.9	-5.9	0.3	0.0	.	-2.2	0.1	-2.0	-2.1	-1.4
- CCCCNC(=O)NC1CCCC1
 : 8.7	-8.2	0.7	4.0	2.9	.	2.6	-2.1	-2.5	1.5
- CCCCN1C(=O)C(=O)N(CC(=O)Nc2ccccc2C(=O)OCC)C1=O
 : 16.5	-2.4	2.9	0.3	14.9	-2.5	-12.1	-2.1	0.2	1.3
- CCc1ccc(C(=O)N/N=C/c2ccncc2)s1
 : -0.3	-1.4	-0.2	21.8	20.8	10.1	-10.4	-3.7	.	-2.1
- CCc1nnc(NC(=O)CCN2C(=O)c3ccccc3S2(=O)=O)s1
 : -3.4	3.8	-1.2	-1.7	10.8	0.3	-8.3	-2.4	-0.6	-1.6
- CCN(CC)C(=O)C1CCCN(Cc2ccc3c(c2)OCO3)C1 (configuration not stated)
 : -2.1	-1.5	-1.3	-2.5	29.1	-1.3	3.8	1.1	15.4	0.4
- O=C1c2cccc3cccc(c23)C(=O)N1CC1CCCO1 (configuration not stated)
 : -4.5	1.6	31.5*	10.2	0.5	3.0	-1.8	-1.7	-2.8	-3.1
- CCCN(CCC)C(=O)c1cc(-c2ccc3c(c2)OCO3)nc2ccccc12
 : .	-0.6	-3.7	29.7	-10.8	0.6	-5.1	-3.1	3.2	-2.2
- O=c1c(Cl)c(N2CCOCC2)cnn1-c1ncc(C(F)(F)F)cc1Cl
 : 7.0	-12.6	4.7	8.7	9.6	.	-20.6	0.0	-3.5	3.7
- C[n+]1cc(-c2ccccc2)oc1-c1ccccc1
 : 0.6	6.2	1.3	0.8	-11.5	-1.7	-7.9	2.0	5.4	-2.3
- Cc1ccc2nc(-c3cccnc3SCC(=O)N3c4ccccc4CC3C)[nH]c2c1 (configuration not stated)
 : 1.5	-34.1	1.2	16.4	13.2	.	11.7	-3.2	-20.7	-1.9
- CC(C)C(=O)Nc1nnc(CCN(CCc2nnc(NC(=O)C(C)C)s2)[N+](=O)[O-])s1
 : -13.5	-1.0	-0.9	2.3	3.5	1.6	6.8	-1.1	4.0	2.1
- Cc1ccc(CNC(=O)COc2ccc(S(=O)(=O)N3CCOCC3)cc2)cc1
 : -0.2	3.7	0.8	-3.6	.	.	-5.7	-4.5	2.9	0.0
- COc1ccc(CN2CCN(C(=O)Cn3c(=O)oc4cc(Cl)ccc43)CC2)c(OC)c1OC
 : -13.5	-16.0	1.9	-8.0	48.7	1.0	10.4	-1.5	-1.3	2.0
- CCOC(=O)CC[C@H](NC(=O)Cn1cnc(C(=O)Nc2ccc(C)c(C)c2)n1)C(=O)OCC
 : 7.4	20.1	2.4	20.8	.	-1.6	6.6	0.2	.	.
- COc1ccc([N+](=O)[O-])cc1NC(=O)CSCc1cc(C)cc(C)c1
 : 14.0	-3.0	-1.8	0.7	7.4	.	-2.5	-2.4	-5.0	-2.9
- Cc1cccc(Cn2ccc(NC(=O)c3ccc4c(c3)OCO4)n2)c1
 : 2.0	1.1	1.5	0.0	18.4	.	2.3	-0.5	-7.1	-1.4
- COc1ccc(C(=O)N/C(=C\c2cn(S(=O)(=O)N(C)C)c3ccccc23)C(=O)N2CCN(C)CC2)cc1OC
 : 21.1	12.2	-0.1	22.1	.	-2.4	-3.3	-2.5	.	.
- COc1ccc(CC(=O)N/N=C(\C)CC(=O)Nc2ccc(N(C)C)cc2)cc1
 : 23.1	3.8	-0.3	1.5	74.6	-0.6	13.1	-1.5	2.7	1.1
- COc1ccc(N(C)C(=O)CCS(=O)(=O)c2cccc3nsnc23)cc1
 : -0.7	8.7	2.0	3.7	15.3	.	-10.9	-1.8	-2.6	-0.3
- C#CCOCCOCCOCCNc1nc(N2CCN(C(=O)Cn3cc(CCCCN)nn3)CC2)nc(N2CCN(C(=O)[C@H](Cc3ccc(O)cc3)n3cc(CCO)nn3)CC2)n1
 : -8.9	7.7	-0.6	-3.9	.	-0.5	1.8	-4.6	.	.
- CCOC(=O)c1c(OCC)[nH]c2c1cc(O)c1ccccc12
 : -1.9	-11.8	2.0	0.4	-9.1	4.1	-2.9	5.8	15.8	-0.7
- CCOC(=O)c1ccccc1NC(=O)/C(C)=C/C(=O)O
 : -1.8	0.3	6.0	11.0	19.2	-0.9	-11.1	-1.4	8.8	0.3
- COc1ccccc1NC(=O)NNC(=O)c1cc2ccccc2cc1O
 : -0.4	-0.5	21.5	7.2	14.9	-2.1	-14.6	0.7	10.4	-0.6
- Cc1ccc(-c2nc(S(=O)(=O)c3ccccc3)c(SCC(=O)NCC3CCCO3)o2)cc1 (configuration not stated)
 : 8.3	6.6	3.9	-3.9	-9.5	-1.7	-5.2	-2.5	-9.0	4.5
- C#CCOCCOCCOCCNc1nc(N2CCOCC2)nc(N2CCN(C(=O)[C@H](CCC(=O)O)n3cc([C@@H](N)CCCCN)nn3)CC2)n1
 : -7.7	5.9	0.0	-1.8	.	2.7	-1.0	0.5	0.2	-1.6
- CC1=C(n2ccnc2)CCC1=O
 : -6.0	7.9	6.5	-3.4	.	-3.3	-2.1	-1.8	-9.2	2.9
- COc1ccc(Cc2nnc(NC(=O)c3cccc([N+](=O)[O-])c3)s2)cc1
 : -15.2	-0.3	0.4	13.9	-25.4	-1.1	1.0	-3.4	-16.4	0.9
- O=C1c2cccc(-c3ccc(C(F)(F)F)cc3)c2C2CCCCN12 (configuration not stated)
 : 12.8	.	-3.1	.	.	6.8	6.2	-2.6	.	.
- c1ccc(CN2CCN(C(c3ccccc3)c3ccccc3)CC2)cc1
 : 10.2	-4.8	-1.2	10.3	-12.4	-1.8	-3.8	-1.7	-1.0	0.7
- O=C(COC(=O)c1cc(=O)[nH]c2ccccc12)c1cccs1
 : -15.4	-3.6	8.9	8.7	11.0	.	-0.9	-2.0	-6.7	-1.0
- Cc1cc(C)c(C)c(S(=O)(=O)Nc2ccc(O)cc2)c1C
 : 10.7	1.3	1.6	-3.9	-1.4	0.7	1.5	-5.0	-7.3	-0.2
- O=C(O)c1ccc(N2CC3CC(C2)c2cccc(=O)n2C3)c(NC(=S)Nc2ccc(Cl)cc2Cl)c1 (configuration not stated)
 : -10.1	-2.4	-0.3	0.9	2.7	-2.4	-4.3	0.6	-13.4	-0.7
- S=C(NCCc1ccccn1)Nc1ccc(Cl)c(Cl)c1
 : -4.1	0.4	-0.3	5.6	2.3	.	-7.9	0.3	2.8	-0.6
- O=C(COC(=O)c1c(Cl)cccc1Cl)NCC1CCCO1 (configuration not stated)
 : -0.8	-2.9	2.2	4.2	-7.2	-1.2	-0.6	0.0	-8.7	0.8
- C[C@@H]1CN([C@H](C)CO)C(=O)CCCn2cc(nn2)CO[C@H]1CN(C)C(=O)Cc1ccccc1
 : -0.5	-2.5	3.0	-8.2	.	-0.2&-0.5	2.4	-0.3	.	.
- COC(=O)c1cc(OC)c(OC)cc1NC(=O)c1ccccc1
 : 4.9	-12.4	1.8	7.6	-15.9	-0.8	-8.5	-0.6	2.5	-0.3
- NC(=O)[C@@H]1CCCN1C(=O)c1ccc2oc(CCc3ccccc3)nc2c1
 : 4.5	-2.8	1.8	6.3	3.6	-1.7	2.9	1.1	.	0.5
- Cc1ccc(C(=O)N/C(=C\c2cccs2)C(=O)NCc2ccncc2)cc1
 : 6.4	-4.3	-1.9	16.9	20.8	-2.7	20.6	-0.1	3.8	0.4
- COc1ccc(NC(=O)c2coc(C)c2)cc1
 : 10.9	3.9	1.6	-2.2	19.6	2.4	-14.5	0.9	-0.7	-1.2
- O=C(c1ccccc1)N1CCN(C(=S)NCCc2ccccc2)CC1
 : 0.6	-1.4	-0.4	7.0	5.4	3.0	-3.3	-0.5	-0.6	-4.3
- OCCN1CCN(c2ncnc3scc(-c4ccc(F)cc4)c23)CC1
 : -8.7	6.6	-1.0	-0.7	20.7	0.4	-0.5	-2.5	.	0.3

Part of the list above, as comma-separated lines:
structure,CCHFV vOTU inh,MazEF act,FBA Mtb inh,GDH-TPI counter,VHR inh abs,BioA inh,BoNT-F LC inh,FadD28 binding,Rv3671c protease,Mtb UGM inh
Cc1ccc(C(=O)N/C(=C\c2cccs2)C(=O)NCc2ccncc2)cc1,6.4,-4.3,-1.9,16.9,20.8,-2.7,20.6,-0.1,3.8,0.4
O=C(O)c1ccc(N2CC3CC(C2)c2cccc(=O)n2C3)c(NC(=S)Nc2ccc(Cl)cc2Cl)c1 (configuration not stated),-10.1,-2.4,-0.3,0.9,2.7,-2.4,-4.3,0.6,-13.4,-0.7
COc1ccc(NC(=O)c2coc(C)c2)cc1,10.9,3.9,1.6,-2.2,19.6,2.4,-14.5,0.9,-0.7,-1.2

An unsorted share of the library; about 4.9% have a hit in one of these screens.
